Screening results deposited in PubChem BioAssay by several laboratories.
PvdQ inh: P. aeruginosa PvdQ acylase inhibitors, primary screen, biochemical, fluorescence, plate reader and imaging, single point | purified PvdQ acylase | inhibition, % at 10 µM | actives 0.063% (n = 340,000) | AID 488965, 2010; in the data active = inhibition above about 30%, passing the limit was not always enough;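 note: 0% = vehicle neutral wells and 100% = reference inhibitor wells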
DAGLB inhibitor: DAGLB lipase inhibitors, primary screen, biochemical, fluorescence, HTS; Diacylglycerol lipase-beta (Homo sapiens), Q8NCG7; HEK293T DAGLB membrane lysate, EnzChek fluorogenic substrate; inhibition, % at 5.17 µM; actives 0.059% (n = 340,000); AID 504411, 2011; in the data active = inhibition above about 34%;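 note: 0% = enzyme with vehicle and 100% = wells lacking enzyme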
NSD2 HMT inh: NSD2 histone methyltransferase inhibitors, primary screen, biochemical, AlphaScreen, single concentration, set 2 | NSD2 peptide methylation, 120 min | inhibition, % at 12.5 µM | actives 0.54% (n = 310,000) | Histone-lysine N-methyltransferase NSD2 (Homo sapiens), O96028 | AID 743445, 2014; in the data active = inhibition above about 50%
Keap1 Nrf2 FP: Keap1-Nrf2 protein-protein interaction inhibitors, primary screen, biochemical, fluorescence polarization, single point; Kelch-like ECH-associated protein 1 (Homo sapiens), Q14145; Keap1 Kelch-Nrf2 peptide fluorescence polarization, 1536-well; inhibition, % at 9.4 µM; actives 0.15% (n = 340,000); in the data active = inhibition above about 12%;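 note: human Keap1 Kelch domain with fluorescein labeled Nrf2 9mer peptide probe; 0% = neutral control wells and 100% = peptide positive control; higher means more block of Keap1 binding to Nrf2 peptide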
SR-BI DiI-HDL act: activators of SR-BI mediated DiI-HDL uptake, primary screen, ldlA[mSR-BI] CHO cells, DiI fluorescence; actives 0.096% (n = 320,000); 3 h; 100 = double the neutral-control signal; activation, % at 12.5 µM;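 active = mean replicate activation of at least 60% and every replicate at or above 60%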;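 note: 0% = median plate neutral-control signal and 100% = twice that signal; values of inactives mirror those of a sister screen read the other way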
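Test system: SR-BI-overexpressing, LDLR-lacking CHO cells. Measured by: DiI fluorescence, bottom read. Medium: Ham's F12 with 0.5% BSA, HEPES 25 mM, pH 7.4. Timing: 3 h uptake period with compound, 37 °C.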
RTF Ca sens inh: cardiac RTF calcium sensitivity inhibitors, primary screen, biochemical, IANBD-TnC fluorescence, EC70 calcium; Troponin I, cardiac muscle (Homo sapiens) + Troponin T, cardiac muscle (Homo sapiens) + …; IANBD-labeled cardiac RTF, Ca2+ fluorescence; inhibition, % at 7.15 µM; actives 0.12% (n = 340,000);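 active = inhibition above the mean inhibition of all tested compounds plus 3 SD, cut at about 17% in these data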;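 note: assay run at fixed EC70 calcium of 1.6 mM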
LANA DNA inh: inhibitors of KSHV C-LANA binding to DNA, primary screen, biochemical, fluorescence polarization, FAM-LBS DNA, MBP-C-LANA, single point; actives 0.078% (n = 340,000); inhibition, % at 9 µM; Kaposi's sarcoma herpesvirus LANA C-terminal domain (residues 932-1162) DNA binding;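 active = highest replicate inhibition at or above 60% at 9 µM, even if other replicates fall short; inactive = all replicates below 60% inhibition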;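 note: 0% = neutral control wells and 100% = 4 µM acridine orange control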
SR-BI HDL uptake: inhibitors of SR-BI mediated HDL lipid uptake, primary screen, ldlA[mSR-BI] cells, fluorescence, single point; Scavenger receptor class B member 1 (Mus musculus), Q61009; ldlA[mSR-BI] CHO cells, DiI-HDL uptake fluorescence, 3 h; inhibition, % at 12.5 µM; actives 0.96% (n = 320,000); AID 488896, 2010;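 active = mean replicate inhibition of at least 70% and a set share of replicates each scoring 70 or more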;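 note: 0% = median of neutral control wells and 100% = median of positive control wells; values of inactives mirror those of a sister screen read the other way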
Arrestin-AP2 inh: inhibitors of beta-arrestin/AP2 binding, primary screen, biochemical, GPCR trafficking, flow cytometry; beta-arrestin 1 C-terminal peptide binding to AP2 beta2-adaptin appendage (human); FITC-arrestin peptide / GST-AP2 beads; AP2 beta2 appendage carries R879A mutation; inhibition, % at 10 µM; actives 0.31% (n = 340,000);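 active = inhibition above a set limit, near 3 SD of compounds lacking own fluorescence, cut at about 54% in these data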;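 note: plate controls were DMSO wells for no effect and 5 µM unlabelled arrestin peptide for full effect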
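Material – AP2 appendage R879A on GSH beads · Buffer or medium – PBS with 0.05% Tween 20 and 0.1% BSA · Probe or stimulus – fluorescein-tagged arrestin peptide at 50 nM final · Incubation – compound with beads 12 min RT, then probe 1 h RT · Detection – high-throughput flow cytometry of beads, ex 488, em 535 nm · Evaluation – percent response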
PKA-R2B activ: activators of PKA-R2B holoenzyme, primary screen, biochemical, fluorescence polarization, Cy5-IP20, human. cAMP-dependent protein kinase catalytic subunit beta (Homo sapiens) + cAMP-dependent …. PKA-R2B holoenzyme dissociation; R2B truncated from residue 108, S112A mutant; 0% DMSO only, 100% 113 µM cGMP. activation, % at 11.4 µM. actives 0.079% (n = 340,000). AID 504700, 2011;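 active = activation above a cutoff set at the mean over all compounds plus 3 SD, cut at about 18% in these data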;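 note: higher means more holoenzyme dissociation and a rise in polarization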
Active calls of the source: *; nt = not tested or not shown.

#	SMILES	PvdQ inh	DAGLB inhibitor	NSD2 HMT inh	Keap1 Nrf2 FP	SR-BI DiI-HDL act	RTF Ca sens inh	LANA DNA inh	SR-BI HDL uptake	Arrestin-AP2 inh	PKA-R2B activ
1	CCOc1cc(C(=O)NCC2CCCO2)cc(OCC)c1OCC (configuration not stated)	-5.2	-0.2	-3.4	-1.7	-24.8	6.1	-0.2	24.8	5.3	-2.9
2	O=C(N=C1c2ccccc2CN1c1ccc(F)cc1)c1ccc(Cl)nc1	-6.6	1.0	3.4	0.7	0.9	-16.0	-1.1	-0.9	13.0	-13.6
3	COc1ccc(CNC(=O)[C@H](Cc2ccccc2)NC(=O)C2CCN(C(=O)[C@H](C)N)CC2)cc1	-2.0	-4.5	-2.4	4.5	8.9	-9.1	-0.4	-8.9	9.8	-1.8
4	CCOC(=O)C1(C)C=C(Nc2ccc(NC(C)=O)cc2)C(=O)N1c1ccc(NC(C)=O)cc1 (configuration not stated)	-11.3	0.6	0.1	-3.9	-27.0	-6.4	1.7	27.0	4.8	3.9
5	COc1ccc(C2C=C(c3ccccc3)Nc3ncnn32)cc1 (configuration not stated)	-25.4	-4.5	-1.9	-1.9	-48.7	-28.5	4.8	48.7	-1.3	-0.4
6	COC(=O)C1=C(C)N(Cc2ccccc2)C(=NCc2cccc(C(F)(F)F)c2)N[C@H]1c1cccc(F)c1	10.6	-3.5	nt	0.3	14.8	-4.2	-1.3	-14.9	0.8	-8.3
7	Cc1ccc(S(=O)(=O)NCCOC(=O)Nc2sc(=S)n(C)c2C)cc1	-11.2	0.9	2.6	-2.4	17.7	-8.6	1.9	-17.7	-1.6	1.1
8	Cc1ccc(C2=[N+]([O-])C3(CCCCC/C3=N\NC(N)=O)N(O)C2(C)C)o1 (configuration not stated)	2.9	2.3	0.6	-2.0	0.2	-12.7	-1.5	-0.2	16.3	11.7
9	COc1ccccc1C1NC(=O)NC(C)=C1C(=O)Nc1cccc(C)c1C (configuration not stated)	-18.9	-1.6	nt	-9.4	nt	-5.3	-1.5	nt	-0.1	0.6
10	Cc1ccc(NC(=O)CNS(=O)(=O)c2cccs2)cc1F	2.1	-1.5	2.2	-2.9	14.4	-3.7	0.0	-14.4	20.6	5.2
11	NC(=O)c1cc([N+](=O)[O-])c(Cl)cc1NCc1ccccn1	-6.4	-0.8	nt	1.6	-6.5	-3.0	-1.4	6.5	9.4	0.9
12	COc1ccc(-c2nnc(SCC(=O)NC(C)c3ccccc3)o2)cc1OC (configuration not stated)	-3.3	-0.8	-0.5	0.0	-19.9	-1.2	0.7	19.9	11.7	7.5
13	COc1ccc(NC(=O)C2CCCN(S(=O)(=O)c3cccnc3)C2)cc1 (configuration not stated)	-12.5	-1.6	15.3	6.8	18.4	2.2	-1.1	-18.4	-9.7	-4.8
14	O=[N+]([O-])c1ccc(OCCCCN2CCc3ccccc3C2)cc1	-10.3	0.6	18.1	1.8	4.8	-6.4	0.2	-4.8	-0.6	-8.7
15	C/C(=N/NC(=O)CNC(=O)Cc1ccccc1)c1ccc(Cl)cc1	2.6	nt	-2.7	-3.5	4.3	nt	0.3	-4.3	5.5	nt
16	O=C(/C=C/c1ccc([N+](=O)[O-])cc1)Nc1cccnc1	-2.9	0.4	-0.5	0.5	17.0	-4.9	-3.0	-17.0	18.7	5.5
17	Cc1ccc2c(c1)C(=O)CC1(CCCC1)O2	-7.2	0.7	nt	-4.8	15.9	2.7	0.4	-15.9	nt	0.5
18	Cc1ccc(-n2nc3cc(C)c(NC(=O)c4cccnc4)cc3n2)cc1	-16.6	3.3	2.2	-3.0	-9.8	1.7	0.0	9.8	25.5	-9.9
19	CCOC(=O)C(/C(C)=N/NC(=O)c1ccccc1[N+](=O)[O-])C(C)C (configuration not stated)	-4.2	3.8	nt	-5.7	11.7	1.0	1.3	-11.7	-0.9	-8.8
20	CCC(C)N(C(=O)CSc1ccc(NC(C)=O)cc1)C1CCS(=O)(=O)C1 (configuration not stated)	8.3	-2.1	-1.1	-2.0	16.4	-2.7	-1.0	-16.4	5.7	-4.0
21	C=C(C)c1cccc(C(C)(C)NC(=O)N2CCN(c3ccccn3)CC2)c1	-17.2	-6.0	nt	2.4	-4.1	-3.0	0.4	4.1	-14.8	2.0
22	Clc1cccc(NCc2nnc(SCc3ccccc3)o2)c1	-1.2	-3.4	0.7	-1.6	-6.3	2.6	-0.2	6.3	20.2	3.5
23	CC(=O)Nc1ccc(NS(=O)(=O)c2cn(C)c(=O)n(C)c2=O)cc1	7.9	-3.4	nt	1.5	4.6	-1.7	-0.4	-4.6	2.1	8.3
24	Cc1ccnc(SCC(=O)NC2CCCCCC2)n1	-15.6	-0.5	3.5	-0.3	6.2	-5.9	0.3	-6.2	-8.9	1.4
25	Cc1cccc(N(C)S(=O)(=O)c2c(C)[nH]c(C)c2C(=O)N2CCCC2)c1	-9.5	1.3	-0.8	-3.8	-7.7	6.2	0.5	7.7	14.8	-13.0
26	CCN(CC)CCCN1C(=O)C(O)=C(C(=O)c2sc(C)nc2C)C1c1ccco1 (configuration not stated)	-7.6	0.8	12.3	1.1	10.2	-9.3	-0.4	-10.2	12.1	4.7
27	O=C(CN1c2ccccc2Sc2ccccc21)NNC(=O)Nc1ccc(Cl)cc1	-12.1	-4.0	1.1	-4.0	-23.1	-9.1	1.1	23.1	3.3	-2.2
28	NC(=O)C1(N2CCCCC2)CCN(C(=S)Nc2ccc(Cl)cc2)CC1	-2.4	1.9	11.0	-0.2	24.6	1.9	0.6	-24.6	-15.7	-4.6
29	O=C(CSc1nnc(NC(=O)C2CCC2)s1)Nc1ccccc1F	-13.7	-0.7	-4.2	0.3	nt	-3.8	0.2	nt	-3.8	5.1
30	Cc1ccc(NC(=O)Cn2nc(C(=O)O)c3ccccc3c2=O)cc1S(=O)(=O)N1CCOCC1	-11.8	1.5	-3.0	-5.0	-18.7	-3.7	-2.6	18.7	4.8	-8.8
31	O=C(Cc1ccccc1)CC1(O)C(=O)Nc2ccccc21 (configuration not stated)	-4.9	0.7	3.5	0.2	21.0	-6.2	-2.5	-21.0	-1.2	-8.1
32	CC(=O)c1c(N2CCN(Cc3ccc4c(c3)OCO4)CC2)nc(=S)n(-c2ccccc2)c1C	-10.7	-0.7	0.0	-8.0	22.5	-6.8	1.4	-22.5	7.3	3.5
33	CCC1C(=O)N=C(SCC(=O)Nc2nc3ccccc3s2)NC1=O (configuration not stated)	12.0	-2.2	2.8	-0.4	17.8	3.4	-0.8	-17.8	21.1	17.5
34	Cc1ccccc1OCC(=O)Nc1nnc(-c2ccncc2)s1	-20.1	-2.5	-1.5	-8.3	nt	-5.1	-0.8	nt	1.0	11.1
35	COCCN(C(=O)CCC(=O)Nc1cc(C)on1)C(C(=O)NC(C)(C)C)c1ccccc1Cl (configuration not stated)	-10.5	-3.7	139.7*	-1.2	2.8	-12.8	1.9	-2.8	0.5	-5.9
36	N#Cc1ccc(/C=C(\C(=O)C(=O)O)c2ccc3ccccc3n2)cc1	5.4	1.4	-2.4	-0.9	nt	-9.1	1.5	nt	7.4	-9.7
37	Cc1cc(=O)[nH]c(SCC(=O)N2C(C)CCCC2C)n1 (configuration not stated)	-8.8	1.9	5.6	-3.3	16.1	-16.4	0.2	-16.1	-2.0	2.7
38	NS(=O)(=O)c1ccc(CCNC(=O)CCCCCn2c(=S)[nH]c3ccc(Br)cc3c2=O)cc1	-0.5	2.6	1.7	0.1	-37.4	-3.5	1.1	37.4	32.2	6.2
39	CC(Oc1ccc(Br)cc1)C(=O)NCc1ccccn1 (configuration not stated)	-1.1	-1.0	-1.9	0.9	6.6	-0.9	0.8	-6.6	5.2	0.3
40	CCOC(=O)C(C)Sc1nc2c(c(=O)[nH]c(=O)n2C)n1CCc1ccccc1 (configuration not stated)	3.5	1.7	2.1	-3.6	-21.0	0.5	0.3	21.0	11.5	-5.4
41	Cc1nc2cc3nc(C)sc3cc2s1	-4.2	-2.4	0.7	-2.8	18.5	-7.0	-1.0	-18.5	21.9	7.5
42	Cc1oc2ccc(NS(=O)(=O)c3cccc4cccnc34)cc2c1C(=O)OC(C)C	-14.2	-6.0	-1.6	-3.8	21.4	4.6	-0.8	-21.4	-7.2	-19.1
43	CCN(C(=O)Cc1c(C(=O)O)[nH]c2ccccc12)c1ccc(OC)cc1	-11.1	4.0	-3.7	0.2	26.5	-6.5	-0.3	-26.5	10.7	-1.5
44	O=C(OC1CCOC1=O)c1ccccc1C(=O)c1ccc(Cl)c([N+](=O)[O-])c1 (configuration not stated)	4.4	0.1	2.9	-4.0	19.4	-4.9	1.8	-19.4	-5.2	1.8
